NS5 inhibitors = flavivirus cap methylation enzyme inhibition – biochemical, confirmation dose response, primary screen (AID 588689). inhibition, % at 25 µM; hits with a dose series show IC50 in µM. 340,000 compounds, 0.3% hits. Dengue-2 NS5 methyltransferase capping enzyme assay, biochemical; higher % means a stronger effect; in the data active = a potency from the dose series; inconclusive = inhibition above about 29% without an active follow-up result
Siah-1 displacement = blockers of Siah-1 interaction with plectin peptide – biochemical, fluorescence polarization, rhodamine-plectin, uHTS, primary screen (AID 1817) | Siah-1 / rhodamine-plectin peptide fluorescence polarization; higher % means a stronger effect | displacement, % at 20 µM; hits with a dose series show IC50 in µM | 290,000 compounds, 0.02% hits;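 active = displacement of at least 50% at 20 µM, with a fluorescence ratio check between 0.3 and a set limit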;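 note: plate controls were Siah plus tracer with DMSO for no effect and tracer alone without Siah for full effect; strong numbers were not always called active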
West Nile virus CPE = inhibition of WNV-induced cytopathic effect – cell-based, CPE readout (AID 1621) | West Nile virus-infected cells, CPE inhibition; higher % means a stronger effect | one-dose CPE inhibition, % at 10 µM; IC50 in µM for titrated hits | 290,000 compounds, 0.02% hits; in the data active = a potency from the dose series; inconclusive = CPE inhibition mostly from about 3.7% at the one dose, without a potency; inactive = the rest, 99 in 100 with CPE inhibition below about 2.2%; note: strong numbers were not always called active
AID2073 = disruptors of CaV2.2 binding to Mint1 – biochemical, HTRF (AID 2073). HTRF protein-protein interaction, Mint1-CaV2.2; higher % means a stronger effect. one-dose inhibition, % at 20 µM; IC50 in µM for titrated hits. 290,000 compounds, 0.19% hits; in the data active = inhibition mostly above about 51%, no sharp cut-off; inconclusive = no clear call, values can overlap the other calls; inactive = mostly below about 53%; note: some results filed as inactive read as strong as hits
Large T inhibition = TAg ATPase/helicase activity blockers – biochemical (AID 1903). SV40 large T antigen ATPase/helicase inhibition assay; higher % means a stronger effect. inhibition, % at 20 µM; hits with a dose series show IC50 in µM. 310,000 compounds, 0.39% hits; in the data active = a potency from the dose series; inconclusive = inhibition mostly from about 32% at the one dose, without a potency; inactive = the rest, 99 in 100 with inhibition below about 32%; note: strong numbers were not always called active
RSV antiviral HEp-2 = RSV antiviral activity via CPE protection, HEp-2 cells, primary 10 µM value included (AID 2391); HEp-2 cells, RSV-induced CPE inhibition; higher % means a stronger effect; one-dose CPE inhibition, % at 10 µM; IC50 in µM for titrated hits; 310,000 compounds, 0.13% hits; in the data active = a potency from the dose series; inconclusive = CPE inhibition mostly from about 23% at the one dose, without a potency; inactive = the rest, 99 in 100 with CPE inhibition below about 21%; note: strong numbers were not always called active
UTI89 phage lysis = inhibition of K1F phage lysis, E. coli UTI89, bacterial capsule biogenesis inhibitors, alamar blue (AID 488966); E. coli UTI89 K1F phage lysis, alamar blue, 2 h; higher % means a stronger effect; 340,000 compounds, 0.02% hits; inhibition, % at 100 µM, or IC50 in µM where a hit was titrated;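 active = phage lysis inhibition, versus mean bacterial control, above a set limit; inconclusive = no clear call, values can overlap the other calls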;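 note: capsule biogenesis inhibitors block K1F phage lysis so surviving cells raise fluorescence; higher fluorescence means more inhibition of phage lysis; actives were called in the ten point dose series up to 300 µM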
MgcRacGAP inhibition = MgcRacGAP GTPase-activating activity inhibitors, confirmation, biochemical, ADP Hunter fluorescence; MgcRacGAP-stimulated Rac1 GTP hydrolysis, ADP Hunter fluorescence; higher % means a stronger effect; GST-tagged Rac1 F28L mutant substrate; inhibition, % at 30 µM, or IC50 in µM where a hit was titrated; 340,000 compounds, 0.6% hits; AID 624330;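 active = first-screen hits whose inhibition reached a set limit at any dose in the follow-up dose series; inconclusive = inhibition above the set first-screen limit but never retested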;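 note: fluorescence reports GDP produced by GAP-driven GTP hydrolysis; strong numbers were not always called active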
NTR1 ag = NTR1-driven beta-arrestin-GFP spot formation – imaging, U2OS cells, high content, primary screen (AID 493036); P30989; agonist mode; activation, % at 20 µM; 330,000 compounds, 0.17% hits;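 active = activation at or above 40% of the spot to cytoplasm intensity ratio, with at least 20 cells analyzed; inconclusive = wells under 20 cells, flagged as cytotoxic or low count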;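 note: 0% = DMSO without peptide and 100% = 100 nM NTR1 peptide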
Target sequence (P30989 whole entry, looked up): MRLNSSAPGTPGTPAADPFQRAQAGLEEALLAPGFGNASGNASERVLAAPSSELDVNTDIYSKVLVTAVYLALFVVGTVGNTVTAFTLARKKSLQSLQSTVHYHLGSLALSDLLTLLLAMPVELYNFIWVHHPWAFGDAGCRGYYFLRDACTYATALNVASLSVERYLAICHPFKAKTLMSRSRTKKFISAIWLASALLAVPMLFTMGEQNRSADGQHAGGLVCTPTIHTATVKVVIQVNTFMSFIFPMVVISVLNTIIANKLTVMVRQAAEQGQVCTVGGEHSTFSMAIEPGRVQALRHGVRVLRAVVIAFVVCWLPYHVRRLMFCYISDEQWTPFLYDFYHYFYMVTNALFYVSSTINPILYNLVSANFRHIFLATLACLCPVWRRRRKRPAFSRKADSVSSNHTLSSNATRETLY
NTR1 ag cell count 20 µM = recorded beside NTR1 ag, whose call it bears; cell count; measured here: cell count, cytotoxicity flag
NS5 inhibitors pilot replicate = second read-out of NS5 inhibitors, no call of its own (marks repeat the call); inhibition, %; measured here: pilot screen replicate inhibition
Active calls of the source: *; ? = inconclusive; . = no result given; [ ] = another dose, or the depositor's remark.

SMILES	NS5 inhibitors	Siah-1 displacement	West Nile virus CPE	AID2073	Large T inhibition	RSV antiviral HEp-2	UTI89 phage lysis	MgcRacGAP inhibition	NTR1 ag	NTR1 ag cell count 20 µM	others
Cc1cccc(C(=O)NNS(=O)(=O)c2ccccc2)c1O	-16%	15%	0.4%	-10%	8%	0.5%	-0.3%	4%	-0.9	33
COc1cccc2c1OCC(C(=O)NCc1ccc(Cl)cc1Cl)=C2	-3%	2%	-0.7%	3%	7%	?	0.8%	10%	1.1	75
Cc1oc(-c2ccccc2F)nc1CN1CCC(C(=O)NCc2cccnc2)CC1	-12%	0%	-0.7%	6%	6%	1.9%	0.7%	6%	-0.1	82	NS5 inhibitors pilot replicate=-8.2
Cc1ccc(C)c(NC(=O)Cn2nc(-c3ccccc3)nc2-c2ccccc2)c1	-7%	1%	-0.1%	45%	0%	1.1%	-0.1%	-1%	-2.3	84
COc1ccc(/C=N/Nc2cc(N3CCCC3)nc(N3CCCC3)n2)cc1	30%	-4%	-0.4%	11%	-2%	4.5%	0.3%	0%	33	76
Cc1cc(NS(=O)(=O)c2ccccc2)cc(Cl)c1O	3%	-1%	0.6%	3%	24%	0.7%	0.3%	13%	2.0	57
CN1C(=O)/C(=N\OC(=O)c2cccc3ccccc23)c2ccccc21	-34%	-4%	0.9%	-1%	7%	22%	0.0%[50 µM]	8%	15	65
CCc1nnc(NC(=O)COc2ccc([N+](=O)[O-])cc2)s1	2%	-1%	-0.2%	-2%	1%	-1.0%	0.3%	7%	1.0	34
O=C(Cn1cnc2c(OCc3ccccc3)ncnc21)NCCCc1ccccc1	3%	.	.	.	.	.	0.2%	4%	9.1	47	NS5 inhibitors pilot replicate=-0.3
O=C(O)/C=C/c1cnc2ccccc2c1	-1%	0%	1.0%	6%	20%	0.1%	-0.9%	12%	1.0	56
Cc1ccc(-c2csc3nc(-c4ccncc4)[nH]c(=O)c23)cc1	27%	4%	-0.5%	27%	10%	-1.1%	-0.6%[50 µM]	-1%	4.3	46
CS(=O)(=O)Nc1ccc(C(=O)NCc2ccc3c(c2)OCO3)cc1	0%	-2%	-0.2%	-5%	2%	0.3%	3.5%	2%	0.1	46
COc1cc(OC)cc(C(=O)NC(=S)N2CCN(c3ccc(C(F)(F)F)cc3[N+](=O)[O-])CC2)c1	-6%	2%	-0.4%	-14%	8%	?	0.1%	12%	0.8	48
CCN(c1ccccc1)S(=O)(=O)c1ccc(C(=O)Nc2c(C)n(C)n(-c3ccccc3)c2=O)cc1	-3%	.	.	.	.	.	0.2%	-2%	-0.2	93
COc1ccc(N(C(=O)c2ccc(S(=O)(=O)N3CCOCC3)cc2)C2C=CS(=O)(=O)C2)cc1 (stereo unspecified)	-7%	-1%	-0.4%	-5%	-2%	-0.3%	3.2%	1%	-0.9	72
CCC(=O)c1ccc2c(c1)OCCO2	-2%	-2%	0.5%	-7%	7%	1.7%	0.2%	2%	0.0	58
COc1ccc(Cl)cc1NC(=O)CCCNC(=O)c1ccc(Cl)cc1	-2%	-2%	-1.6%	13%	5%	1.1%	0.0%	13%	-1.5	84
Cc1ncc(CO)c(CO)c1O	-7%	.	.	.	9%	1.4%	2.2%	1%	-0.5	59
Cc1ccc(S(=O)(=O)N2CCC(C)CC2)cc1[N+](=O)[O-]	-7%	-5%	1.0%	-10%	7%	.	0.2%	4%	.	.
CC(C)(C)C(=O)Nc1ccc(C(=O)Nc2cccnc2)cc1	-3%	-6%	-0.5%	-1%	21%	-0.7%	0.2%	6%	-1.1	90	NS5 inhibitors pilot replicate=-1.5
COc1ccc(C)cc1NC(=O)CN1CCN(C/C=C/c2ccccc2)CC1	-8%	-2%	-1.0%	4%	-9%	15%	0.3%	5%	3.2	80
CC(=O)c1sc(NC(=O)c2ccco2)nc1-c1ccccc1	-3%	3%	0.4%	4%	2%	3.0%	-1.6%	18%	-1.3	82
Cc1cc(Cl)c(S(=O)(=O)N2CCN(c3ccc(F)cc3)CC2)cc1OCC(N)=O	-1%	-3%	0.1%	-8%	2%	1.4%	-0.1%	2%	2.1	51
Cc1ccc(CNC(=O)COC(=O)c2cnccn2)cc1	-1%	0%	0.5%	0%	0%	-0.7%	0.0%	11%	0.1	48
CCC1=Nc2cc(C(=O)NCc3cccnc3)ccc2Sc2ccc(C)cc21	1%	12%	-0.8%	11%	17%	1.4%	-0.2%	9%	2.7	39
COc1cccc(-c2nn(C)c3sc(C(=O)NCCCN(C)Cc4ccccc4)cc23)c1	-3%	-4%	2.0%	20%	3%	-1.8%	0.0%	14%	2.5	98
COc1ccccc1CCn1c(N)c(C#N)c2nc3ccccc3nc21	-6%	0%	-0.4%	24%	3%	0.7%	0.2%	2%	1.0	49
CC1CCN(CCCCOc2ccc(C(C)(C)C)cc2)CC1	-7%	-1%	-2.1%	6%	7%	-0.8%	0.2%	24%	0.9	63
COC(=O)c1sc(N2C(=O)C(=O)/C(=C(/O)c3ccc(C)cc3)C2c2ccco2)nc1C (stereo unspecified)	.	2%	0.3%	4%	24%	0.5%	.	.	0.5	55
CC(C)[C@H](NC(=O)OC(C)(C)C)c1nnc(SCC(=O)Nc2ccc(Br)cc2)o1	-5%	-3%	-1.4%	-13%	17%	0.3%	-0.3%	2%	-0.9	80
Cc1ccc(S(=O)(=O)CCC(=O)NCCc2ccccc2)cc1	1%	4%	-0.6%	0%	1%	0.5%	-0.1%	4%	-1.7	43
Cc1nc(N)sc1C(=O)N/N=C/c1ccccc1[N+](=O)[O-]	.	3%	0.1%	-3%	-5%	-0.3%	.	.	0.6	59
Cc1nn(CCCC(=O)Nc2cnn(Cc3ccc(F)cc3)c2)c(C)c1[N+](=O)[O-]	-9%	6%	0.0%	-6%	12%	0.7%	0.2%	-4%	-1.8	47
Cc1nc(N2CCN(Cc3ccc4c(c3)OCO4)CC2)c2cc(-c3ccccc3)sc2n1	1%	-2%	-0.4%	28%	8%	9.3%	0.8%	2%	6.4	40
O=C1N(c2ccccc2)C[C@@H]2C[C@@H](c3cccc4c3OCO4)N3CCC[C@@]123	0%	1%	-0.6%	2%	12%	0.9%	0.1%	5%	-1.5	78
C[C@H](CO)N1C[C@H](C)[C@@H](CN(C)C(=O)Nc2ccc3c(c2)OCO3)Oc2ccc(NC(=O)Nc3ccc4c(c3)OCO4)cc2C1=O	-7%	.	.	.	.	.	-0.1%	8%	-0.3	51	NS5 inhibitors pilot replicate=-7.3
CCOC(=O)N1CCC(NC(=O)C2CCCN(Cc3nc(-c4ccc(CC)cc4)oc3C)C2)CC1 (stereo unspecified)	-13%	1%	-0.6%	10%	-10%	6.5%	0.2%	-14%	2.4	54
O=c1oc(CCCO)cc2ccc(C#Cc3ccsc3)cc12	-3%	.	.	.	.	2.9%	1.6%	9%	11	58
C#CCOCCOCCOCCNc1nc(N2CCN(C(=O)C([C@@H](C)CC)n3cc(C(N)Cc4ccc(O)cc4)nn3)CC2)nc(N2CCN(C(=O)[C@H](CCC(=O)O)n3cc(C(N)CO)nn3)CC2)n1 (stereo partly specified)	0%	0%	0.1%	-1%	6%	2.9%	1.8%	6%	-2.8	95
CCN1CCN(CCOCCOc2ccccc2-c2ccccc2)CC1	.	5%	0.5%	-5%	-6%	-2.7%	.	.	-1.3	36
CC(NC(=O)COC(=O)c1ccc([N+](=O)[O-])s1)c1ccccc1 (stereo unspecified)	-10%	3%	-0.3%	7%	20%	2.7%	-0.3%	-3%	6.5	67
CCCCOC(=O)C(C)Sc1n[nH]c(=O)[nH]c1=O (stereo unspecified)	0%	4%	-0.5%	-2%	1%	3.1%	2.2%	0%	0.1	79
CCC(OC(=O)c1cccs1)C(=O)NCc1ccc2c(c1)OCO2 (stereo unspecified)	0%	2%	-0.6%	0%	-3%	0.6%	0.8%	6%	0.7	79
Cc1ccc(CN=Cc2[nH]c3ccc(Br)c(Cl)c3c2O)cc1	-7%	2%	0.5%	-1%	12%	2.4%	2.5%	7%	-2.6	44
CC(C)CNS(=O)(=O)c1cc(C(=O)OCC(=O)N2CCOCC2)c(Cl)cc1Cl	-2%	1%	-0.3%	6%	9%	1.9%	0.3%	6%	2.4	54
O=S(=O)(NCCc1ccccn1)c1cccs1	-5%	5%	0.0%	-14%	3%	1.9%	-0.2%	2%	0.9	40
Oc1ccc(/C=N/Nc2cc(N3CCOCC3)nc(N3CCOCC3)n2)cc1	7%	.	0.5%	.	.	2.6%	-0.1%	45µM*	0.9	45
CN(C(=O)/C(N=Nc1cccc(C(F)(F)F)c1)=C(\O)C(F)(F)F)c1ccccc1	-6%	6%	-0.3%	0%	9%	10%	-0.8%	8%	14	97
COc1ccc2cc(CCNC(=O)C(C)C)c(=O)[nH]c2c1	1%	3%	0.2%	-8%	-3%	2.4%	0.0%	2%	-0.2	91
CCN(c1ccccc1)S(=O)(=O)c1ccc(C(=O)N(C)CCc2ccc(OC)c(OC)c2)cc1	-9%	4%	-0.6%	-7%	3%	2.6%	2.0%	1%	-0.1	37
CC(=O)N1CCN(C(=S)c2cccc([N+](=O)[O-])c2)CC1	1%	0%	-0.1%	-8%	4%	0.5%	6.8%	4%	-0.7	52
Cc1cc2cc(C#N)c(NCCNC(=S)NCCCN3CCOCC3)nc2cc1C	4%	4%	-0.4%	-1%	18%	0.4%	-0.2%	4%	-0.5	96
COc1cc(C(Nc2ccc(S(=O)(=O)NCC3CCCO3)cc2)C(=O)NC(C)(C)C)cc(OC)c1OC (stereo unspecified)	-12%	3%	0.4%	2%	2%	2.7%	0.0%	12%	0.5	43
S=C(c1cn(Cc2ccccc2)c2ccccc12)N1CCOCC1	.	0%	-0.9%	-1%	11%	0.3%	0.2%	5%	0.6	50
CC[C@@H](C)[C@H](NC(=O)OCc1ccccc1)c1nnc([C@@H](NC(=O)OCc2ccccc2)[C@@H](C)CC)o1	-1%	78%	-0.5%	-1%	25%	-0.2%	-0.6%	6%	3.6	90

An excerpt from above in order of heavy-atom count, rising.
SMILES	NS5 inhibitors	Siah-1 displacement	West Nile virus CPE	AID2073	Large T inhibition	RSV antiviral HEp-2	UTI89 phage lysis	MgcRacGAP inhibition	NTR1 ag	NTR1 ag cell count 20 µM	others
Cc1ccc(CN=Cc2[nH]c3ccc(Br)c(Cl)c3c2O)cc1	-7%	2%	0.5%	-1%	12%	2.4%	2.5%	7%	-2.6	44
CC(NC(=O)COC(=O)c1ccc([N+](=O)[O-])s1)c1ccccc1 (stereo unspecified)	-10%	3%	-0.3%	7%	20%	2.7%	-0.3%	-3%	6.5	67
COc1cc(OC)cc(C(=O)NC(=S)N2CCN(c3ccc(C(F)(F)F)cc3[N+](=O)[O-])CC2)c1	-6%	2%	-0.4%	-14%	8%	?	0.1%	12%	0.8	48

Screens (PubChem BioAssay)
